# Compound activity as filed in PubChem.
# MazEF act: MazEF (E. coli) toxin RNase activation | activation, % at 20 µM | 0.32% of 350,000 active | AID 504720 | FAM/BHQ RNA-DNA oligo cleavage fluorescence, 5 h | P0AE70; in the data active = activation above about 50%
# Target sequence (P0AE70 whole entry, looked up): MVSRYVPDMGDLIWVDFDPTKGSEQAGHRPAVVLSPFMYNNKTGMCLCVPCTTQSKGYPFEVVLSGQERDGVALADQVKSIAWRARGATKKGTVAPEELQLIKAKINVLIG
# TcdB inh: blocks C. difficile toxin B glycohydrolase activity. TcdB glycohydrolase enzymatic assay, plate reader. inhibition, % at 9.99 µM. 0.24% of 350,000 active; in the data active = inhibition above about 10%
# DUSP3 inh: inhibitors of human VHR1 phosphatase (DUSP3); P51452; recombinant VHR phosphatase, pNPP absorbance; 0.52% of 290,000 active; AID 1654; inhibition, % at 13.3 µM; in the data active = inhibition above about 50%; note: some compounds called inactive have numbers as strong as hits
# Target sequence (P51452 whole entry, looked up): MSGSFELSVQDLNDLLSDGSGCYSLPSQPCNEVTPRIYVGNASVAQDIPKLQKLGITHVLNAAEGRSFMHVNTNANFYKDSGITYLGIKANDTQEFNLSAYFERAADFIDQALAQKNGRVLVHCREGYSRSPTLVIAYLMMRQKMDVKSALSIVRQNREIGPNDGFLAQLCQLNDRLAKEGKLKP
# SARS 3CLpro inh: SARS-CoV 3CLpro protease inhibition; P0C6X7; recombinant SARS-CoV 3CLpro, quenched FRET peptide cleavage; inhibition, % at 6 µM; 0.14% of 290,000 active; AID 1706; in the data active = inhibition above about 12%
# Rv3671c protease: inhibits the M. tuberculosis serine protease Rv3671c; P9WHR9; inhibition, % at 5.96 µM; 0.048% of 320,000 active; AID 2606; in the data active = inhibition above about 38%;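 note: extracellular domain of Rv3671c used as enzyme; 0% = enzyme with DMSO and 100% = no enzyme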
# Target sequence (P9WHR9 whole entry, looked up, the tested form may be a part): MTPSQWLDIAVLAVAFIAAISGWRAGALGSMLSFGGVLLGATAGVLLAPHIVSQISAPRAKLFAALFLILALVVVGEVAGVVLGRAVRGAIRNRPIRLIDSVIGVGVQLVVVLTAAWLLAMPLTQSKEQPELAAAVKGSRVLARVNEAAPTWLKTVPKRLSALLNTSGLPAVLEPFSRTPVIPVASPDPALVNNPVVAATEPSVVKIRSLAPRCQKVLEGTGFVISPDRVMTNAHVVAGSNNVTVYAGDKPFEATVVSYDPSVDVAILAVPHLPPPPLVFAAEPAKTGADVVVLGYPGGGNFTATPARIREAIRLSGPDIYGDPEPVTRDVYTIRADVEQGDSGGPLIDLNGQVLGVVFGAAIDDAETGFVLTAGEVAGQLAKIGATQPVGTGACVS
# BH1578 lux ind: quorum light induction in luxS cqsA deficient V. cholerae; V. cholerae BH1578 lux reporter, luminescence, 6 h; activation, % at 18.7 µM; 0.16% of 350,000 active; AID 588436; in the data active = activation mostly above about 9.7%, no sharp cut-off; note: not every result past the cut was called active; inactives centre near 0; reference of the scale not given here
# Yp Topo-I inh: Y. pestis Topo-I inhibition via cleavage products; activity, % at 10 µM; Y. pestis Topo-I cleavage product accumulation, plate reader; AID 504884; 0.064% of 360,000 active; in the data active = activity above about 50%, passing the limit was not always enough; note: inactives centre near 2
# PrPC surface inh: reduces human prion protein on the cell surface | cell surface PrPC, TR-FRET read-out | P04156 | 0.43% of 370,000 active | AID 720596 | inhibition, % at 13.8 µM; in the data active = inhibition above about 24%; note: 0% = median of the test wells and 100% = reference compound wells
# SSB-PriA inh: blocks PriA binding to SSB C-terminal tail | AlphaScreen SSBct-PriA binding, biotinylated peptide | 0.6% of 430,000 active | AID 1272365 | inhibition, % at 33 µM; in the data active = inhibition mostly above about 37%, no sharp cut-off; inactive = mostly below about 20%;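 note: plate controls were negative control peptide for no effect and reference peptide for full effect; strong numbers were not always called active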
# CCHFV vOTU inh: CCHFV vOTU protease inhibition. Pep-AMC fluorescence. inhibition, % at 11.5 µM. 0.55% of 370,000 active. AID 651958; in the data active = inhibition above about 30%; note: 0% = vehicle wells with enzyme and 100% = no enzyme wells
# Starred values were filed as active, the others as inactive; i = inactive; x = not tested or not shown; & = joins results of further samples. Not all compounds are listed; the hit share may differ from the screen's.
nr	Compound	MazEF act	TcdB inh	DUSP3 inh	SARS 3CLpro inh	Rv3671c protease
1	CC(NCc1ccc(S(N)(=O)=O)cc1)C(=O)Nc1cccc(Cl)c1 (configuration not stated)	9.1	1.7	21.3	0.9	1.4
2	Cc1ccc(C(=O)Nc2ccc(C(=O)N/N=C/c3ccccn3)cc2)cc1	8.9	3.5	14.4	-7.1	-15.2
3	COC(=O)c1c(C)n(-c2ccccc2)c2ccc(O)cc12	-1.3	x	14.4	5.7	-7.1
4	O=C(O)C1C2CCC(O2)C1C(=O)Nc1ccc(Br)cc1F (configuration not stated)	5.7	-3.3	x	-1.0	-1.5
5	Cc1ccc(NP(=O)(Oc2ccccc2F)Oc2ccccc2F)cc1C	-2.4	x	2.9	3.8	-10.8
6	O=C(NCCc1ccc(C(F)(F)F)cc1)C1CCC(=O)N(CCCc2ccccc2)C1 (configuration not stated)	-2.0	2.2	9.1	-0.9	2.8
7	O=C(/C=C/c1ccccc1)N/C(=C/c1ccccc1)C(=O)Nc1ccccc1O	-2.2	x	14.0	7.5	-4.7
8	Cc1ccc(-n2nnnc2SCC(=O)NC2CCS(=O)(=O)C2)c(C)c1 (configuration not stated)	0.8	0.8	x	x	x

nr	BH1578 lux ind	Yp Topo-I inh	PrPC surface inh	SSB-PriA inh	CCHFV vOTU inh
1	-0.6	0.5	4.4	-3.5	7.0
2	-7.8	-3.0	5.3	x	16.3
3	-0.4	9.0	-8.8	17.9	-4.1
4	-0.6	1.0	5.4	-11.3	13.8
5	-0.3	29.2	8.9	-19.4	14.1
6	-0.4	6.6	-2.6	-5.7	21.7
7	i	4.3	11.0	-4.1	-0.4
8	i	5.1	-3.6	1.7	14.0

# Further compounds follow:
nr	Compound	MazEF act	TcdB inh	DUSP3 inh	SARS 3CLpro inh	Rv3671c protease
9	Cc1cccc(NC(=O)CCS(=O)(=O)c2ccccc2)c1	6.3	0.9	27.4	2.1	0.4
10	O=C1CCN(c2ncccc2[N+](=O)[O-])CC1	10.9	1.2	23.8	-2.5	-2.0
11	Cc1nc2c3ccccc3nc(NNC(=O)CCC(=O)NCCN3CCN(c4ccccc4)CC3)n2n1	-5.3	2.8	16.6	-1.9	-1.9
12	CCC(Oc1ccccc1)C(=O)N(C)CC(=O)N(CC(C)C)c1c(N)n(CC(C)C)c(=O)[nH]c1=O (configuration not stated)	7.8	-0.1	x	x	-1.9
13	Cc1ccc(NC(=O)CN(C)C(=O)/C=C/c2cccs2)cc1	1.3	1.6	12.6	-0.1	1.0
14	COc1ccccc1NC(=S)N1CCC(NC(=O)C23CC4CC(CC(C4)C2)C3)CC1	-1.8	-0.1	33.9	8.2	6.9
15	CCOC(=O)CSc1n[nH]c(NC(=O)CC)n1	5.2	1.6	-32.0	-0.5	-7.5
16	COC(C[C@H](O)CC(=O)[C@@H](C)OCc1ccccc1)OC	1.2	0.2	x	x	7.5

nr	BH1578 lux ind	Yp Topo-I inh	PrPC surface inh	SSB-PriA inh	CCHFV vOTU inh
9	0.0	6.6	8.8	-12.1	5.8
10	-0.5	4.1	-1.9	-2.7	-11.1
11	13.3	-0.5	3.1	-8.6	13.0
12	i	0.4	-0.7	5.7	-8.0
13	-0.4	0.7	-4.4	5.4	15.1
14	-0.3	2.8	-6.4	-1.3	7.3
15	-3.6	-11.5	-6.9	-9.3	7.5
16	i	-9.0	2.7	6.1	-5.4

# Further results follow:
nr	Compound	MazEF act	TcdB inh	DUSP3 inh	SARS 3CLpro inh	Rv3671c protease
17	O=C(NC1CC(=O)N(c2ccc3c(c2)OCCO3)C1)N1CCC(O)CC1 (configuration not stated)	5.7	-1.4	x	x	8.7
18	O=C(NC1CC1)C1=C[C@@H](c2c[nH]c3ccccc23)C[C@@H](OCc2ccc(CO)cc2)O1	-5.6	0.4	11.1	x	-26.8
19	CCCc1[nH][nH]c(=O)c1C(c1ccccc1)C(C#N)C#N (configuration not stated)	1.3	x	-5.8	-2.6	8.9
20	CCCCCn1c(CN2CCN(CCO)CC2)nc2c1c(=O)n(C)c(=O)n2C	-2.0	2.2	-5.0	-6.1	-0.2
21	COc1ccc(C(=O)C2(C)N(O)C(C)C(c3cccs3)=[N+]2[O-])cc1 (configuration not stated)	-0.5	x	-15.0	1.6	6.2
22	CSCCC(NC(=O)c1ccccc1Cl)C(=O)N1CCN(c2ccccn2)CC1 (configuration not stated)	5.2	0.9	17.9	1.9	1.0
23	O=C(NCCCO)/C(=C\C=C\c1ccccc1)NC(=O)c1ccccc1Cl	-2.8	x	26.5	-0.7	-0.6
24	O=C(c1cnc(Cl)c(Cl)c1)N1CCN(S(=O)(=O)c2ccc3ccccc3c2)CC1	-7.8	0.9	x	x	x

nr	BH1578 lux ind	Yp Topo-I inh	PrPC surface inh	SSB-PriA inh	CCHFV vOTU inh
17	-1.4	-1.1	-5.7	2.4	-10.1
18	i	-8.4	-3.5	23.0	22.4
19	x	-1.1	-3.5	-8.4	14.0
20	-0.3	-4.7	-4.0	-5.7	-6.3
21	i	3.3	-2.7	0.9	-3.3
22	-1.7	0.4	-4.3	1.9	-27.8
23	i	8.2	-9.3	9.7	7.6
24	-2.0	23.9	-1.2	-15.0	-7.5

# Looked up by compound from the entries so far (2):
nr	Compound	MazEF act	TcdB inh	DUSP3 inh	SARS 3CLpro inh	Rv3671c protease
6	O=C(NCCc1ccc(C(F)(F)F)cc1)C1CCC(=O)N(CCCc2ccccc2)C1 (configuration not stated)	-2.0	2.2	9.1	-0.9	2.8
9	Cc1cccc(NC(=O)CCS(=O)(=O)c2ccccc2)c1	6.3	0.9	27.4	2.1	0.4

nr	BH1578 lux ind	Yp Topo-I inh	PrPC surface inh	SSB-PriA inh	CCHFV vOTU inh
6	-0.4	6.6	-2.6	-5.7	21.7
9	0.0	6.6	8.8	-12.1	5.8

# New compounds follow
nr	Compound	MazEF act	TcdB inh	DUSP3 inh	SARS 3CLpro inh	Rv3671c protease
25	O=C(O)CSc1cc(NS(=O)(=O)c2ccc(Cl)cc2)c2ccccc2c1O	-7.9	-1.1	41.3	9.2	-140.9
26	C[C@@H]1CN([C@@H](C)CO)C(=O)CCCn2nncc2CO[C@H]1CN(C)C(=O)c1ccccc1	-1.6	0.7&-0.1&0.6	x	x	x
27	O=C(CSc1nc2ccccc2c(=O)n1Cc1ccc(C(=O)NC2CC2)cc1)NCc1ccco1	-23.8	x	1.8	-3.7	-1.5
28	Cc1onc(-c2ccccc2)c1C(=O)Nc1sc2c(c1C(N)=O)CCC2	1.9	x	13.2	-1.5	2.9
29	CS(=O)(=O)N(Cc1ccc(Cl)cc1)c1ccc(C(=O)NCc2ccccn2)cc1	0.6	0.8	8.7	0.6	-1.4
30	O=C(COc1ccccc1Br)NC(=O)NC1CCCC1	4.3	1.6	x	x	x
31	COc1ccc(CC(=O)n2[nH]c(=O)cc(C)c2=O)cc1OC	7.5	0.4	-18.4	-1.0	4.1
32	CCNC(=O)C1(C)CCCN(C(=O)c2ccc(C(F)(F)F)nc2C)C1 (configuration not stated)	x	-0.3	x	x	x

nr	BH1578 lux ind	Yp Topo-I inh	PrPC surface inh	SSB-PriA inh	CCHFV vOTU inh
25	i	-5.0	-16.4	-2.1	104.0*
26	-0.4	6.1	-6.7	x	-4.7
27	-3.0	1.7	-10.6	-16.8	0.1
28	-7.1	13.8	-9.5	14.0	-14.5
29	-0.6	7.0	2.1	-3.4	2.9
30	i	2.2	1.3	-9.3	-3.3
31	i	0.7	2.1	-4.8	-11.7
32	-0.2	8.1	-2.6	x	25.9

# (cont.)
nr	Compound	MazEF act	TcdB inh	DUSP3 inh	SARS 3CLpro inh	Rv3671c protease
33	CCc1nnc(NC(=O)C(C)N2C(=O)C3C4C=CC(C4)C3C2=O)s1 (configuration not stated)	3.8	x	25.9	4.6	6.6
34	COc1ccc(C(C)(C)NC(=O)C2CCC(=O)N(CCCN3CCCC3=O)C2)cc1 (configuration not stated)	8.9	-10.8	27.7	-2.7	-4.0
35	CN(C)CCCN(C(=O)COc1ccc(Cl)cc1)c1nc2ccc(F)cc2s1	7.8	1.8	-11.7	-3.7	0.9
36	CN(C)CCCNc1ccc(-c2cc(Nc3cccc(Cl)c3)ncn2)cn1	27.1	2.1	3.5	x	-18.4
37	COc1ccc(CCNC(=O)C2CCCN2C(=O)Nc2cccc(C(C)=O)c2)cc1OC (configuration not stated)	0.4	x	0.3	5.1	0.2
38	CC(=O)Nc1ccc(-c2csc(N/N=C(/C)c3ccccc3)n2)cc1	10.4	2.7	6.2	2.7	5.2
39	CNc1ncnc(Sc2nc(N)nc3nc[nH]c23)c1[N+](=O)[O-]	5.5	-9.0	x	x	x
40	CCOc1cc(S(=O)(=O)NCCN2CCOCC2)c(C)cc1C	1.4	x	-18.6	-3.6	-2.0

nr	BH1578 lux ind	Yp Topo-I inh	PrPC surface inh	SSB-PriA inh	CCHFV vOTU inh
33	i	-5.7	-3.8	-7.1	10.2
34	i	0.1	8.7	-1.3	0.1
35	-0.3	-16.9	-3.6	-2.0	-6.1
36	i	-36.9	-0.6	-19.7	0.4
37	i	-9.9	-8.0	-18.5	8.6
38	0.3	2.8	-5.1	x	-12.7
39	i	0.7	-11.9	-1.1	15.0
40	-3.6	-7.3	7.9	-10.5	1.7

# Arranged by count of non-hydrogen atoms (smallest number first): part of the list above
nr	Compound	MazEF act	TcdB inh	DUSP3 inh	SARS 3CLpro inh	Rv3671c protease
30	O=C(COc1ccccc1Br)NC(=O)NC1CCCC1	4.3	1.6	x	x	x
39	CNc1ncnc(Sc2nc(N)nc3nc[nH]c23)c1[N+](=O)[O-]	5.5	-9.0	x	x	x
33	CCc1nnc(NC(=O)C(C)N2C(=O)C3C4C=CC(C4)C3C2=O)s1 (configuration not stated)	3.8	x	25.9	4.6	6.6
32	CCNC(=O)C1(C)CCCN(C(=O)c2ccc(C(F)(F)F)nc2C)C1 (configuration not stated)	x	-0.3	x	x	x
28	Cc1onc(-c2ccccc2)c1C(=O)Nc1sc2c(c1C(N)=O)CCC2	1.9	x	13.2	-1.5	2.9
36	CN(C)CCCNc1ccc(-c2cc(Nc3cccc(Cl)c3)ncn2)cn1	27.1	2.1	3.5	x	-18.4
35	CN(C)CCCN(C(=O)COc1ccc(Cl)cc1)c1nc2ccc(F)cc2s1	7.8	1.8	-11.7	-3.7	0.9
29	CS(=O)(=O)N(Cc1ccc(Cl)cc1)c1ccc(C(=O)NCc2ccccn2)cc1	0.6	0.8	8.7	0.6	-1.4
34	COc1ccc(C(C)(C)NC(=O)C2CCC(=O)N(CCCN3CCCC3=O)C2)cc1 (configuration not stated)	8.9	-10.8	27.7	-2.7	-4.0
37	COc1ccc(CCNC(=O)C2CCCN2C(=O)Nc2cccc(C(C)=O)c2)cc1OC (configuration not stated)	0.4	x	0.3	5.1	0.2

nr	BH1578 lux ind	Yp Topo-I inh	PrPC surface inh	SSB-PriA inh	CCHFV vOTU inh
30	i	2.2	1.3	-9.3	-3.3
39	i	0.7	-11.9	-1.1	15.0
33	i	-5.7	-3.8	-7.1	10.2
32	-0.2	8.1	-2.6	x	25.9
28	-7.1	13.8	-9.5	14.0	-14.5
36	i	-36.9	-0.6	-19.7	0.4
35	-0.3	-16.9	-3.6	-2.0	-6.1
29	-0.6	7.0	2.1	-3.4	2.9
34	i	0.1	8.7	-1.3	0.1
37	i	-9.9	-8.0	-18.5	8.6

# Continuation:
nr	Compound	MazEF act	TcdB inh	DUSP3 inh	SARS 3CLpro inh	Rv3671c protease
41	O=[N+]([O-])c1cccc(N(CC(O)CN2CCCC2)S(=O)(=O)c2ccccc2)c1 (configuration not stated)	6.9	1.3	11.0	0.6	1.0
42	COc1cccc(N2[C@@H](CC(C)=O)c3ccccc3S2(=O)=O)c1	-3.7	-2.5	x	x	-1.7
43	COc1ccc(CNC(=O)c2cc3c(s2)CN(Cc2ccccc2)C3)cc1	14.5	10.3*	-3.1	0.8	-2.0
44	O=S(=O)(Cc1ccccc1)Oc1ccccc1	3.1	-0.8	-4.7	5.7	-3.6
45	N#C/C(=C\c1ccc[nH]1)C(=O)NC1CC1	-2.5	0.5	43.9	-0.3	7.4

nr	BH1578 lux ind	Yp Topo-I inh	PrPC surface inh	SSB-PriA inh	CCHFV vOTU inh
41	-0.4	-4.5	-2.5	11.9	1.4
42	0.0	4.4	1.4	-3.1	1.0
43	i	-4.2	1.2	-8.3	-0.3
44	-0.9	-2.1	7.3	-18.8	-3.5
45	1.8	7.5	-0.7	-2.0	10.3
